CAL PDZ FP: CAL PDZ (human) peptide binding inhibition | Q9HD26 | purified CAL PDZ, TMR-peptide fluorescence polarization, 1 h | inhibition, % at 24.9 µM | 300,000 compounds, 0.92% hits;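 active = mean inhibition of at least 30% with at least half of replicates also reaching 30%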;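 also: 0% = DMSO neutral control and 100% = excess unlabeled competitor peptide PRC23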
MOR-DOR ag: OPRM1-OPRD1 heterodimerization agonism | cells, luminescence | activation, % at 9.3 µM | 340,000 compounds, 0.3% hits; in the data active = activation above about 18%;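 also: 0% = vehicle-treated cells and 100% = reference agonist; values of inactives mirror those of a sister screen read the other way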
OPRM1-OPRD1 inv: inverse agonists of human mu-delta opioid receptor heterodimerization | P35372+P41143 | 340,000 compounds, 0.21% hits | cell-based MOR-DOR heterodimer luminescence, inverse agonism | inhibition, % at 9.3 µM; in the data active = inhibition above about 22%, passing the limit was not always enough;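 also: 0% = cells with DMSO and 100% = wells without cells with DMSO; values of inactives mirror those of a sister screen read the other way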
C-LANA FP: KSHV C-LANA DNA binding inhibition; MBP-C-LANA/FAM-LBS DNA binding, fluorescence polarization; inhibition, % at 9 µM; 340,000 compounds, 0.078% hits; AID 504423;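 active = highest replicate inhibition at or above 60% at 9 µM, even if other replicates fall short; inactive = all replicates below 60% inhibition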;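 also: 0% = neutral control wells and 100% = 4 µM acridine orange control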
HTR5A inv ctr: counter-screen for OPRM1-OPRD1 inverse agonists: human HTR5A inverse agonism. 340,000 compounds, 0.083% hits. inhibition, % at 9.3 µM. HTR5A cell line, luminescence. P47898; in the data active = inhibition mostly above about 23%, no sharp cut-off; inactive = mostly below about 18%;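 also: 0% = cells with DMSO and 100% = no-cell wells with DMSO; some compounds called inactive have numbers as strong as hits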
Target sequence (P47898 whole entry, looked up): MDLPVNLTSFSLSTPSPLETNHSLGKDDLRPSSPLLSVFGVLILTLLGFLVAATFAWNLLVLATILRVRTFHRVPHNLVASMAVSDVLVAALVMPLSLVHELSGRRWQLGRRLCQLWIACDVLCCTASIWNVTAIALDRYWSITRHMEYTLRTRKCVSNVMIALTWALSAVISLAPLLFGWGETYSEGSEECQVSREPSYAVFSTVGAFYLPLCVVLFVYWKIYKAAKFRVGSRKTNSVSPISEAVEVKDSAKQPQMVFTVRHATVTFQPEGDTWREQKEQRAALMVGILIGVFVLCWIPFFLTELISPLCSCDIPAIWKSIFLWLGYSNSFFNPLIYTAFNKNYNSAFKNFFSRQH
RTF Ca sens act: increases calcium sensitivity of human cardiac regulated thin filaments; P19429+P45379; IANBD-labeled TnC RTF fluorescence at EC20 calcium; 0% EC20 calcium, 100% full calcium; AID 493008; activation, % at 7.2 µM; 340,000 compounds, 0.24% hits;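 active = activation above the mean over all tested compounds plus 3 SD, cut at about 30% in these data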;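 also: rise in fluorescence read as greater calcium sensitivity of cardiac thin filaments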
Keap1 Nrf2 FP: Keap1-Nrf2 (human) interaction inhibition; Keap1 Kelch-Nrf2 peptide fluorescence polarization, 1536-well; inhibition, % at 9.4 µM; 340,000 compounds, 0.15% hits; in the data active = inhibition above about 12%;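 also: human Keap1 Kelch domain with fluorescein labeled Nrf2 9mer peptide probe; 0% = neutral control wells and 100% = peptide positive control; higher means more block of Keap1 binding to Nrf2 peptide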
Target sequence (Q14145 whole entry, looked up, the tested form may be a part): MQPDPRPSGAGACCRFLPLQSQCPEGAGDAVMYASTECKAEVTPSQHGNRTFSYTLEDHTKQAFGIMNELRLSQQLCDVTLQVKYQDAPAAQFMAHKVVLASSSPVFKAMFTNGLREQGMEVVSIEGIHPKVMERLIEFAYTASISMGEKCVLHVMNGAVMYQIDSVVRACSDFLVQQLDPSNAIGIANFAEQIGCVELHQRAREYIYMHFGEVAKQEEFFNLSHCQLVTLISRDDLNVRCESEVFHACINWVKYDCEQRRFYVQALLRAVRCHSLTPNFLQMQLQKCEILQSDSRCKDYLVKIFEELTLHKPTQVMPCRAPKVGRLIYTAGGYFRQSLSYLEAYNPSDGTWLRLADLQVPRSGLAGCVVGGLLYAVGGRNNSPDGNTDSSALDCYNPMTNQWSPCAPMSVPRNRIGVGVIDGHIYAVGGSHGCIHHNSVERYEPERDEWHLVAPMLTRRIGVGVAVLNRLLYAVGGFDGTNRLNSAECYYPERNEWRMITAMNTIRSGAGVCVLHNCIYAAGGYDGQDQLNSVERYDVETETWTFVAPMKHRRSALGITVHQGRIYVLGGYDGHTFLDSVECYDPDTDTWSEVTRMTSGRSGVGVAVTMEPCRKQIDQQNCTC
RTF Ca sens inh: cardiac RTF calcium desensitization. P19429+P45379. IANBD-labeled cardiac RTF, Ca2+ fluorescence. 340,000 compounds, 0.12% hits. AID 493244. inhibition, % at 7.15 µM;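 active = inhibition above the mean inhibition of all tested compounds plus 3 SD, cut at about 17% in these data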;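 also: assay run at fixed EC70 calcium of 1.6 mM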
HTR5A ag ctr: counter-screen for OPRM1-OPRD1 agonists: human HTR5A agonism | P47898 | HTR5A agonist assay, luminescence, cell-based | activation, % at 9.3 µM | 340,000 compounds, 0.61% hits | AID 504692; in the data active = activation mostly above about 9.5%, no sharp cut-off; inactive = mostly below about 7.6%;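 also: 0% = cells with vehicle only and 100% = reference agonist; strong numbers were not always called active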
V-ATPase pH: yeast V-ATPase proton transport regulation by pHLuorin; S. cerevisiae, pHLuorin cytosolic pH fluorescence; response, % at 10 µM; 350,000 compounds, 0.37% hits; AID 504577; in the data active = response mostly above about 7.3%, no sharp cut-off; inactive = mostly below about 5.4%; also: actives read high; inactives centre near 0; some compounds called inactive have numbers as strong as hits; reference of the scale not given here
* marks the source's active call; other numbers are inactive results.

`CCCCN1C(=O)C(C(=O)OCc2ccccc2)CC2=C1CCCC2=O` (configuration not stated) gave CAL PDZ FP -4.6, MOR-DOR ag -2.8, OPRM1-OPRD1 inv 13.2, C-LANA FP -1.7, HTR5A inv ctr -27.0, RTF Ca sens act -8.9, Keap1 Nrf2 FP -3.9, RTF Ca sens inh 3.1, HTR5A ag ctr 7.2 and V-ATPase pH -1.6.
`COc1ccc(S(=O)(=O)NCCCCCC(=O)NCCCN2CCOCC2)cc1` gave CAL PDZ FP -3.1, MOR-DOR ag -1.8, OPRM1-OPRD1 inv 9.5, C-LANA FP 1.1, HTR5A inv ctr -19.8, RTF Ca sens act 0.8, Keap1 Nrf2 FP -2.1, RTF Ca sens inh 1.6, HTR5A ag ctr 2.8 and V-ATPase pH 1.5.
For COc1ccc(Cc2nnc(SCC(=O)Nc3cc(Cl)ccc3C)[nH]c2=O)cc1 the results were CAL PDZ FP -2.5, MOR-DOR ag -1.9, OPRM1-OPRD1 inv 10.0, C-LANA FP 0.4, HTR5A inv ctr 1.5, RTF Ca sens act -1.0, Keap1 Nrf2 FP -0.1, RTF Ca sens inh 4.9, HTR5A ag ctr 1.5 and V-ATPase pH 0.2.
Screening COc1ccc(C(=O)Nc2cccc(NC(=O)c3ccc(OC)c(OC)c3)n2)cc1OC returned CAL PDZ FP -7.1, MOR-DOR ag 3.1, OPRM1-OPRD1 inv -17.1, C-LANA FP -3.4, HTR5A inv ctr -13.2, RTF Ca sens act 0.8, Keap1 Nrf2 FP -3.7, RTF Ca sens inh -8.2, HTR5A ag ctr 1.9 and V-ATPase pH 0.1.
Cc1ccc(C)c(NC(=S)Nc2ccc(S(=O)(=O)Nc3ncccn3)cc2)c1 was read as CAL PDZ FP -0.5, MOR-DOR ag -3.0, OPRM1-OPRD1 inv 15.9, C-LANA FP 0.6, HTR5A inv ctr -8.5, RTF Ca sens act -3.2, Keap1 Nrf2 FP -1.1, RTF Ca sens inh 0.1, HTR5A ag ctr 3.4 and V-ATPase pH 3.5.
`O=C(CN1CCN(Cc2ccc(F)cc2)CC1)NCCc1ccccc1` gave MOR-DOR ag -2.6, OPRM1-OPRD1 inv 13.1, C-LANA FP 1.8, HTR5A inv ctr 2.4, RTF Ca sens act -2.6, Keap1 Nrf2 FP -3.9, RTF Ca sens inh -10.7, HTR5A ag ctr -6.1 and V-ATPase pH -0.8.
Screening Cc1ccc(NC(=O)CN(C)C(=O)Cc2ccc3c(c2)CCC3)cc1 returned CAL PDZ FP -6.8, MOR-DOR ag -3.2, OPRM1-OPRD1 inv 15.8, C-LANA FP 0.2, HTR5A inv ctr -5.5, RTF Ca sens act -5.3, Keap1 Nrf2 FP -0.2, RTF Ca sens inh -18.0, HTR5A ag ctr 2.2 and V-ATPase pH -2.8.
For O=C(O)CCC(=O)N1CCN(S(=O)(=O)c2cccs2)CC1 the results were CAL PDZ FP -3.1, MOR-DOR ag -1.0, OPRM1-OPRD1 inv 5.5, C-LANA FP 0.2, HTR5A inv ctr -6.6, RTF Ca sens act 4.2, Keap1 Nrf2 FP -5.0, RTF Ca sens inh -7.1, HTR5A ag ctr 1.8 and V-ATPase pH 1.0.
COCCNC(=O)CN(c1cc(Cl)ccc1OC)S(=O)(=O)c1ccc(C)c([N+](=O)[O-])c1 was read as MOR-DOR ag -2.2, OPRM1-OPRD1 inv 11.0, C-LANA FP -0.4, HTR5A inv ctr -17.6, RTF Ca sens act 3.8, Keap1 Nrf2 FP -2.6, RTF Ca sens inh -3.5, HTR5A ag ctr 0.8 and V-ATPase pH 0.8.
CCN(CC)S(=O)(=O)c1cc(NC(=O)C2Cc3ccccc3C(=O)O2)ccc1C (configuration not stated) was read as CAL PDZ FP -10.9, MOR-DOR ag -0.8, OPRM1-OPRD1 inv 3.9, C-LANA FP -0.4, HTR5A inv ctr 12.1, RTF Ca sens act -0.1, Keap1 Nrf2 FP -7.1, RTF Ca sens inh -2.1, HTR5A ag ctr 0.9 and V-ATPase pH -4.8.
CCOC(=O)c1c(NC(=O)c2ccn(CC)n2)sc2c1CCCC2 was read as CAL PDZ FP -5.8, MOR-DOR ag -1.9, OPRM1-OPRD1 inv 10.2, C-LANA FP 0.2, HTR5A inv ctr -0.2, RTF Ca sens act -3.7, Keap1 Nrf2 FP 2.6, RTF Ca sens inh 1.2, HTR5A ag ctr 2.8 and V-ATPase pH -2.6.
CCc1sc(C(=O)Nc2ncccc2C)cc1C was read as CAL PDZ FP 1.8, MOR-DOR ag -3.7, OPRM1-OPRD1 inv 19.6, C-LANA FP 0.4, HTR5A inv ctr -10.8, RTF Ca sens act -2.5, Keap1 Nrf2 FP -0.2, RTF Ca sens inh -10.6, HTR5A ag ctr 4.0 and V-ATPase pH -3.8.
Screening CCC1(C)SC(NC(C)=O)=NN1C(C)=O (configuration not stated) returned CAL PDZ FP -3.1, MOR-DOR ag 1.3, OPRM1-OPRD1 inv -7.5, C-LANA FP 1.5, HTR5A inv ctr -8.3, RTF Ca sens act -2.8, Keap1 Nrf2 FP -4.6, RTF Ca sens inh -3.2, HTR5A ag ctr 3.2 and V-ATPase pH -0.8.
COc1cc(CNn2cnnc2)ccc1OCC(=O)NC1CCCCC1 was read as CAL PDZ FP -3.7, MOR-DOR ag -1.8, OPRM1-OPRD1 inv 9.2, C-LANA FP -1.1, HTR5A inv ctr 9.4, RTF Ca sens act 0.0, Keap1 Nrf2 FP -1.7, RTF Ca sens inh -8.9, HTR5A ag ctr -1.6 and V-ATPase pH 4.1.
Screening O=C(NCCN1CCOCC1)c1ccccc1OCc1ccccc1 returned CAL PDZ FP -4.1, MOR-DOR ag -0.2, OPRM1-OPRD1 inv 1.2, C-LANA FP -0.8, HTR5A inv ctr 3.0, RTF Ca sens act -3.8, Keap1 Nrf2 FP -2.5, RTF Ca sens inh -0.7, HTR5A ag ctr -0.8 and V-ATPase pH 2.6.
Screening COc1cc2[nH]c(=O)n(Cc3ccc(C(=O)NC4CCN(Cc5ccccc5)CC4)cc3)c(=O)c2cc1OC returned CAL PDZ FP 4.0, MOR-DOR ag -4.3, OPRM1-OPRD1 inv 21.8, C-LANA FP 0.8, HTR5A inv ctr -14.7, RTF Ca sens act -4.0, Keap1 Nrf2 FP -2.6, RTF Ca sens inh -2.9, HTR5A ag ctr -1.4 and V-ATPase pH -3.9.
Screening COc1ccc(C2/C(=C(/O)c3ccc(Cl)cc3)C(=O)C(=O)N2CCN2CCOCC2)c(OC)c1 (configuration not stated) returned CAL PDZ FP -7.3, MOR-DOR ag -3.3, OPRM1-OPRD1 inv 16.7, C-LANA FP 2.3, HTR5A inv ctr 9.8, RTF Ca sens act -4.8, Keap1 Nrf2 FP -0.1, RTF Ca sens inh -3.3, HTR5A ag ctr -3.8 and V-ATPase pH 5.4.
For Cc1ccc(C2(C)NC(=O)N(CC(=O)NC(=O)NC(C)(C)C)C2=O)cc1 (configuration not stated) the results were CAL PDZ FP -5.7, MOR-DOR ag -1.4, OPRM1-OPRD1 inv 7.5, C-LANA FP 0.5, HTR5A inv ctr -5.8, RTF Ca sens act 2.2, Keap1 Nrf2 FP -1.7, RTF Ca sens inh 3.2, HTR5A ag ctr 2.4 and V-ATPase pH -3.0.
`O=C1CCC(=O)N1c1ccc(S(=O)(=O)Nc2cccc([N+](=O)[O-])c2)cc1` gave CAL PDZ FP -1.4, MOR-DOR ag -3.6, OPRM1-OPRD1 inv 19.6, C-LANA FP 0.4, HTR5A inv ctr -7.2, RTF Ca sens act -4.2, Keap1 Nrf2 FP -6.0, RTF Ca sens inh 0.3, HTR5A ag ctr -0.1 and V-ATPase pH 2.2.
`COC(=O)CC1C(=O)NCCN1C(=S)NC(=O)c1sc2ccccc2c1Cl` (configuration not stated) gave CAL PDZ FP -9.4, MOR-DOR ag -3.6, OPRM1-OPRD1 inv 18.6, C-LANA FP 1.4, HTR5A inv ctr -24.9, RTF Ca sens act -0.5, Keap1 Nrf2 FP -2.4, RTF Ca sens inh 5.5, HTR5A ag ctr -1.9 and V-ATPase pH -0.7.
Screening COc1ccc(-c2ccc3c(c2)C2CC3CCN2CCC#N)cc1 (configuration not stated) returned CAL PDZ FP -7.2, MOR-DOR ag 1.2, OPRM1-OPRD1 inv -5.8, C-LANA FP -1.0, HTR5A inv ctr -3.6, RTF Ca sens act -2.0, Keap1 Nrf2 FP -1.5, RTF Ca sens inh -5.5, HTR5A ag ctr 1.1 and V-ATPase pH -1.9.
Cc1ccc2nc(-c3ccccn3)c(Nc3ccccc3C)n2c1 was read as CAL PDZ FP -4.4, MOR-DOR ag 4.7, OPRM1-OPRD1 inv -23.9, C-LANA FP -1.4, HTR5A inv ctr -8.4, RTF Ca sens act -0.9, Keap1 Nrf2 FP -4.2, RTF Ca sens inh -2.8, HTR5A ag ctr -7.8 and V-ATPase pH -2.6.
CCN(CC)S(=O)(=O)c1ccc(C(C)NCC(=O)Nc2ccccc2C(=O)NC2CC2)cc1 (configuration not stated) was read as CAL PDZ FP -4.1, MOR-DOR ag -0.9, OPRM1-OPRD1 inv 5.9, C-LANA FP -1.4, HTR5A inv ctr 17.1, RTF Ca sens act 1.9, Keap1 Nrf2 FP 0.2, RTF Ca sens inh -5.6, HTR5A ag ctr -4.7 and V-ATPase pH -1.2.
CC(C)(C)C(=O)NC(=S)Nc1cccc(C(=O)O)c1 was read as MOR-DOR ag -0.1, OPRM1-OPRD1 inv 0.5, C-LANA FP 1.0, HTR5A inv ctr 19.5, RTF Ca sens act 4.2, Keap1 Nrf2 FP -4.2, RTF Ca sens inh -5.0, HTR5A ag ctr 3.1 and V-ATPase pH 5.6.
`CC(C)C(=O)Nc1nnc(S(=O)(=O)N2CCCc3ccccc32)s1` gave MOR-DOR ag 1.7, OPRM1-OPRD1 inv -9.8, C-LANA FP -0.7, HTR5A inv ctr -22.6, RTF Ca sens act -1.0, Keap1 Nrf2 FP -4.6, RTF Ca sens inh -1.3, HTR5A ag ctr 7.7 and V-ATPase pH 1.1.
For COc1ccc(CNC(=O)C[C@H]2C[C@H](C(=O)N3CCCCC3)[C@@]3(C)c4[nH]c5cc(-c6ccco6)ccc5c4CCN3C2=O)cc1OC the results were CAL PDZ FP 0.2, MOR-DOR ag -1.9, OPRM1-OPRD1 inv 9.2, C-LANA FP 0.4, HTR5A inv ctr -12.1, RTF Ca sens act -4.5, Keap1 Nrf2 FP -1.3, RTF Ca sens inh -6.2, HTR5A ag ctr 3.5 and V-ATPase pH 1.4.
Screening Cc1cc(C(=O)N/N=C/c2cccc(OC(=O)c3ccco3)c2)n[nH]1 returned CAL PDZ FP -0.8, MOR-DOR ag -3.0, OPRM1-OPRD1 inv 15.6, C-LANA FP -1.5, HTR5A inv ctr -9.9, RTF Ca sens act -1.6, Keap1 Nrf2 FP -4.0, RTF Ca sens inh -3.5, HTR5A ag ctr 1.9 and V-ATPase pH -2.0.

High-throughput results as filed in PubChem.
